Screens deposited in PubChem by several laboratories.
ER stress rescue: protection against thapsigargin-triggered cell killing – 384-well, CSM14.1, ATP luminescence, primary screen (AID 1222) | CSM14.1 thapsigargin-induced death rescue, ATP luminescence; higher % means a stronger effect | cellular ATP content (survival), % at 20 µM; hits with a dose series show EC50 in µM | 190,000 tested, under 10 active;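 active = EC50 below 50 µM in the dose-response confirmation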;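 also: death triggered by thapsigargin at about 15 µM added after 2 h compound pretreatment; cell ATP read after overnight thapsigargin exposure of roughly 18 to 22 hours; normalized against plate controls of thapsigargin alone and 5% DMSO vehicle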
P. falciparum M17LAP: P. falciparum M17LAP inhibitors, primary screen, biochemical, fluorogenic H-Leu-NHMec substrate, 1536-well (AID 1619) | recombinant M17LAP, H-Leu-NHMec fluorogenic kinetic assay; higher % means a stronger effect | inhibition, % at 30 µM; hits with a dose series show IC50 in µM | actives 0.38% (n = 220,000);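 active = compound inhibiting the enzyme by more than half at any dose during confirmatory dose-response retesting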;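 also: plate controls were full reaction with DMSO carrier for no effect and no enzyme background for full effect; strong numbers were not always called active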
MT stabilize HCS: microtubule stabilization, imaging screen; HeLa tubulin immunostaining HCS, 24 h; share of cells brighter than vehicle mean+2SD; % tubulin-high responders, % at 10 µM; actives 0.83% (n = 200,000);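 active = plate Z-score above 3 for both tubulin-high and condensed-nucleus cell shares, with cell loss under 80%, at 10 µM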;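 also: anti alpha tubulin signal scored within the nucleus-defined area of each cell; some results filed as inactive read as strong as hits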
Autophagy mod: alters autophagy in cells | MEF GFP-LC3 puncta imaging; test concentration mostly 10 µM | calls only at 10 µM (by protocol) | actives 0.98% (n = 190,000);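 active = percentage of spot-positive cells more than 3 SD above its plate mean, without a fluorescence outlier flag or 80% toxicity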;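 also: spot-positive cell cutoff set from DMSO-treated cells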
K1F lysis inhibition: inhibition of K1F phage lysis, E. coli UTI89, bacterial capsule biogenesis inhibitors, alamar blue (AID 488966); actives 0.02% (n = 340,000); inhibition, % at 100 µM; hits with a dose series show IC50 in µM; E. coli UTI89 K1F phage lysis, alamar blue, 2 h; higher % means a stronger effect;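 active = phage lysis inhibition, versus mean bacterial control, above a set limit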;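 also: capsule biogenesis inhibitors block K1F phage lysis so surviving cells raise fluorescence; higher fluorescence means more inhibition of phage lysis; actives were called in the ten point dose series up to 300 µM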
Dynein cargo inh: dynein cargo transport inhibition | 3617.4 mouse cells, GR-EGFP nuclear translocation imaging; test concentration mostly 20 µM; stimulated with dexamethasone, 1 µM; hits give low values | z-score, hits read low | actives 0.47% (n = 220,000);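 active = plate z-score of nuclear minus cytoplasmic receptor signal below a set negative limit, without overly bright fluorescence or cell loss, cut at about -3.5 in these data, passing the limit was not always enough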;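 also: z-score of nuclear minus cytoplasmic ring GR-EGFP intensity difference per well; some compounds called inactive have numbers as strong as hits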
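medium = tetracycline-free induction medium containing charcoal-stripped FBS | probe or stimulus = dexamethasone, 1.0 µM final | timing = 48 h induction, then 1 h compound, then 30 min agonist, 37 °C | detection = automated 10x imaging of fixed Hoechst-stained cells | read-out basis = nuclear versus cytoplasmic GR-EGFP signal, averaged per well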
Ins promoter up: MIN6 insulin promoter up-regulation. MIN6 insulin promoter-GFP reporter, high-content imaging; hits give high values. z-score at 5 µM. actives 0.3% (n = 190,000). AID 1625;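 active = z-score above 3 at 5 µM with at least 500 cells counted in the well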
bCat nuc transl: beta-catenin nuclear translocation modulation | actives 0.3% (n = 190,000) | HeLa beta-catenin nuclear translocation, immunofluorescence imaging | AID 1665 | nuclear translocation activity, % at 5 µM;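 active = nuclear translocation activity above 50% at 5 µM, with a well cell count of 50 or more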;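 also: per-cell ratio of nuclear to cytoplasmic median beta-catenin stain intensity; plate controls were DMSO negative control for no effect and GSK-3 inhibitor IX positive control for full effect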
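Test system: human HeLa cells, native beta-catenin. Compound dosing: 5 µM primary single dose, 0.1% DMSO, 0.02–20 µM confirmation series. Incubation: compound exposure 24 h at 37°C. Detection: beta-catenin immunostaining with DAPI counterstain, 20x imaging, 6 fields/well. Read-out basis: Nuclear/cytoplasmic beta-catenin signal ratio, % activation.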
M1AAP inhibition: P. falciparum M1AAP inhibitors, biochemical, fluorogenic H-Leu-NHMec substrate, 1536-well (AID 1445); recombinant M1AAP, H-Leu-NHMec fluorogenic kinetic assay; higher % means a stronger effect; inhibition, % at 30 µM; hits with a dose series show IC50 in µM; actives 0.42% (n = 220,000);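 active = primary inhibition above the hit cutoff, then over 50% inhibition at one or more dose response concentrations, cut at about 23% in these data, passing the limit was not always enough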;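 also: plate controls were DMSO full reaction for no effect and no enzyme background for full effect; strong numbers were not always called active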
Dynein cargo inh cytoplasmic EGFP: further read-out of Dynein cargo inh, marked with its call; z-score; measured here: cytoplasmic GR-EGFP intensity; hits give high values
Dynein cargo inh nuclear GR-EGFP: recorded beside Dynein cargo inh, whose call it bears; z-score; measured here: nuclear GR-EGFP intensity;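 lower value marks the stronger effect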
Dynein cargo inh cell count: second read-out of Dynein cargo inh, no call of its own (marks repeat the call); z-score; measured here: cell count per field
Ins promoter up cell count: also measured in Ins promoter up; calls as there; cell count; measured here: cytotoxicity, nuclei count;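 total cells summed across four imaged fields per well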
bCat nuc transl cell count 5 µM: further read-out of bCat nuc transl, marked with its call; cell count; measured here: cell count, cytotoxicity flag
MT stabilize HCS Hoechst-high %: recorded beside MT stabilize HCS, whose call it bears; % Hoechst-high responders; measured here: nuclear condensation Hoechst responders;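 share of cells brighter than vehicle mean plus two SD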
MT stabilize HCS cytotoxicity %: also measured in MT stabilize HCS; calls as there; toxicity, %; measured here: cytotoxicity by cell density;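 0% = mean cell density of plate MIN control wells and 100% = no cells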
Autophagy mod cell loss 18 h: recorded beside Autophagy mod, whose call it bears; toxicity, %; measured here: cell loss, nuclei count;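 cell loss after 18 h compound exposure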
* hit, by the source's call; i = inactive; / = not tested or not shown; + = active, no number; [ ] = another dose, or the depositor's remark. Rows were taken by chance; any-hit rate near 2.9%.

Structure	Dynein cargo inh	Dynein cargo inh cell count	Ins promoter up cell count	bCat nuc transl cell count 5 µM	MT stabilize HCS cytotoxicity %	Autophagy mod cell loss 18 h	M1AAP inhibition	Dynein cargo inh nuclear GR-EGFP	Autophagy mod	ER stress rescue	P. falciparum M17LAP	Ins promoter up	K1F lysis inhibition	bCat nuc transl	Dynein cargo inh cytoplasmic EGFP	MT stabilize HCS	MT stabilize HCS Hoechst-high %
Cc1nn(C)cc1CN1CCCC(C(=O)c2ccc(-c3ccccc3)c(F)c2)C1 (stereo unspecified)	-1.4	1.1	1272	1084	9.7	14	6%	-0.6	i	0.9%	-1%	-1.3	0.3%	1.3	-0.22	3.2	1.8
CC1(N2CCCCC2)CC2(O)C(=[N+]1[O-])CCC/C2=N\O (stereo unspecified)	1.1	-1.6	1789	1019	5.1	-1	-4%	0.55	i	-1.9%	-10%	-0.42	5.7%	1.0	-0.17	3.5	2.9
O=C(Cn1cc(S(=O)(=O)N2CCN(c3ccccc3F)CC2)c2ccccc2c1=O)NCCCN1CCCCCC1	0.06	-0.57	1170	1111	5.6	3	3%	0.12	i	-0.3%	-16%	-1	0.7%	0.3	-0.19	2.9	2.8
CCN(CC(=O)N(CC(C)C)c1c(N)n(CC(C)C)c(=O)[nH]c1=O)Cc1nc2ccccc2c(=O)[nH]1	-0.62	0.36	1091	1377	/	/	/	-0.54	/	/	/	-1.4	0.0%	0.4	-0.69	/	/
Cc1ccc(CSc2nnc(SCC(=O)N/N=C/c3c[nH]c4ccccc34)s2)cc1	0.27	-0.34	/	484	3.2	-56	2%	0.31	i	-0.2%	0%	/	0.1%	-0.2	-0.08	1.9	0.6
O=c1c2ccccc2c(=O)n(Cc2ccccc2)n1Cc1ccccc1	1.3	-0.75	1286	463	1.1	31	1%	0.8	i	0.2%	-2%	0.9	4.8%	6.3	-0.26	2.2	1.9
O=C(NC1(C(=O)NC2CCCC2)CCCCC1)c1ccc2c(c1)OCO2	0.63	0.66	1204	1158	7.0	15	-1%	0.61	i	2.7%	3%	0.34	0.5%	0.3	-0.15	2.4	1.9
CCSc1ncc(C)cc1[N+](=O)[O-]	-0.69	0.79	1179	922	9.5	1	0%	-0.12	i	-1.0%	-2%	0.25	-3.2%	-0.6	-0.24	1.4	2.1
CCCCOC(=O)Nc1cc(OC)c(Cl)cc1OC	-0.14	0.63	1020	/	16	-1	6%	0.16	i	-0.7%	-17%	-0.66	0.9%	/	-0.18	4.0	3.7
N#Cc1c(-c2ccccc2)nc(N2CCCCCC2)[nH]c1=O	-0.8	0.31	1270	1021	6.9	-8	1%	-0.3	i	-1.0%	10%	-1.5	6.0%	0.7	-0.088	2.1	0.9
COc1cc(NC(=O)CSc2nc3[nH]ncc3c(=O)n2-c2ccccc2C)cc(OC)c1OC	-0.2	-0.048	1500	554	5.1	7	5%	0.9	i	13%	-11%	-0.6	0.4%[50 µM]	-3.4	-0.3	4.4	2.7
CCCc1c(C(=O)NNc2cc(C(F)(F)F)ccc2Cl)cnn1-c1ccccc1	0.2	0.012	1475	1331	/	/	-2%	0.014	/	/	-1%	-0.6	0.6%	3.2	-0.23	/	/
CCOC(=O)c1sc2nc(C)nc(SCC(=O)N(C)C3CCS(=O)(=O)C3)c2c1C (stereo unspecified)	-0.079	0.36	1217	1013	7.5	6	-5%	-0.12	i	/	-3%	0.08	0.0%	2.3	-0.32	3.0	2.3
CC(=O)NCC1COc2ccccc2O1 (stereo unspecified)	-0.2	-0.0057	976	1289	/	/	0%	0.46	/	/	3%	0.08	0.4%	0.9	-0.092	/	/
N=c1n(CCOc2ccccc2)c2ccccc2n1CCN1CCOCC1	2.6	-1.6	1315	1092	7.7	5.8*	-1%	1.2	+	-0.6%	-6%	-0.46	0.5%	-4.6	0.33	1.4	1.6
CC(C)C1=NN(C(=O)c2ccccc2)C(O)(C(C)(C)C)C1 (stereo unspecified)	0.93	-0.5	1525	1407	6.6	-18	5%	1.1	i	-2.9%	13%	-0.43	-0.2%	-1.2	-0.13	2.5	1.3
COc1ccc(-n2c(=O)[nH]c3cc(C(=O)NCCc4ccc(Cl)cc4)ccc3c2=O)cc1OC	1.1	-1.3	1215	1042	8.8	9	-1%	1.3	i	2.1%	-4%	0.05	-0.4%[50 µM]	-0.9	-0.23	5.0	1.2
Nc1nc(SCc2ccc(Cl)c(Cl)c2)n[nH]1	0.23	-0.52	1074	514	5.7	10	2%	-0.13	i	-0.6%	14%	0.27	-0.3%	4.7	-0.26	4.6	2.8
Cc1onc(-c2ccccc2)c1C(=O)OCC(=O)c1ccccc1	-0.94	0.49	1367	/	5.5	-48	5%	-0.19	i	4.3%	-5%	-0.39	0.0%	/	-0.16	4.6	1.9
Cc1ccc2c(c1)C1CN(C)CCC1N2C(=O)c1ccc(Cl)c(S(=O)(=O)N2CCOCC2)c1 (stereo unspecified)	-0.03	0.82	1280	1047	10	1	9%	0.46	i	-0.1%	7%	0.11	-0.3%	-1.1	-0.1	1.9	4.0
CCOC(=O)c1c(C)[nH]c(C(=O)COC(=O)CNC(=O)c2ccc(Cl)cc2)c1C	-0.07	0.13	1491	1029	4.5	-2	0%	0.24	i	-0.4%	6%	-0.27	3.7%	0.1	-0.17	6.2	1.9
CCOc1ccc(C(=O)Nc2nc(C)cc(C)n2)cc1[N+](=O)[O-]	0.22	0.32	1310	493	4.4	-7	1%	0.24	i	3.7%	-5%	0.27	1.9%[50 µM]	0.4	-0.24	2.0	2.2
CC1=C(C(=O)OC(C)C)C(c2cccc(F)c2)n2ncnc2N1 (stereo unspecified)	-0.77	-0.17	2022	1126	4.2	/	5%	-0.14	/	/	3%	0.35	-0.8%	-1.5	-0.14	3.5	2.5
FC(F)(F)c1cccc(OCCN2CCN(Cc3ccccc3)CC2)c1	-0.36	0.16	1562	1177	11	26	-1%	0.11	i	-3.3%	17%	-0.31	-0.4%	-0.5	-0.24	4.4	3.1
CCOC(=O)C1=C(CBr)NC(=O)NC1C (stereo unspecified)	0.33	0.06	1395	998	6.5	16	6%	0.47	i	0.7%	8%	1	-0.6%	-2.3	-0.24	6.4	2.0
CCOC(=O)c1c(-c2ccccc2)csc1NC(=O)C(C)NCc1ccco1 (stereo unspecified)	0.32	0.4	1472	1081	6.3	6	6%	0.041	i	11%	13%	-0.8	-0.5%	1.2	-0.11	3.3	2.7
CN1C(=S)NC(C)(C)CC1(C)c1ccc(O)cc1O (stereo unspecified)	0.011	0.17	1228	549	1.8	22	5%	0.63	i	-0.2%	1%	0.05	1.3%[50 µM]	3.5	1.5	2.5	2.7
O=C(CSc1oc(-c2ccco2)nc1S(=O)(=O)c1ccccc1)NCC1CCCO1 (stereo unspecified)	0.059	-0.41	1277	1294	6.5	12	9%	0.21	i	-0.1%	26%	0.06	-0.3%	-1.3	-0.26	3.4	2.6
N#CC1=C2SCN(Cc3ccco3)CN2C(=O)CC1c1cccc2ccccc12 (stereo unspecified)	0.54	-1.1	1183	925	0.5	-4	19%	0.4	i	-4.3%	-6%	0.31	-0.2%	-10	-0.091	4.6	4.2
O=C(Nn1cnc2ccccc2c1=O)c1ccccc1Cl	-0.58	0.79	1601	1480	8.8	-2	1%	0.27	i	-2.2%	17%	0.1	5.0%	-0.7	-0.0079	4.0	3.3
CC(C)(C)c1ccc(/C=N/n2cnnc2)cc1	-0.12	1.2	1233	879	24	0	-3%	0.22	i	-1.0%	-3%	-0.52	0.2%	-0.8	-0.35	5.4	1.3
COc1cc(/C=N/O)ccc1Oc1ccc([N+](=O)[O-])cc1[N+](=O)[O-]	0.71	-1.1	1220	1120	2.6	3	2%	0.28	i	-1.2%	2%	0.59	0.3%	-0.8	-0.31	2.5	2.7
CN(c1cccc(NC(=O)COc2ccc(Cl)cc2Cl)c1)S(C)(=O)=O	-0.063	-0.46	/	1142	7.4	-4	-2%	-0.083	i	-3.3%	11%	/	1.2%	-2.1	-0.2	3.5	2.5
C/C(=N\Nc1nc2c(s1)CCCC2)c1ccccc1	-1.2	0.82	802	1110	6.1	31	8%	-0.48	i	-1.9%	12%	1	0.0%	-1.4	-0.26	2.6	1.7

Copied from the list:
Cc1onc(-c2ccccc2)c1C(=O)OCC(=O)c1ccccc1 | Dynein cargo inh nuclear GR-EGFP: -0.19
O=C(Cn1cc(S(=O)(=O)N2CCN(c3ccccc3F)CC2)c2ccccc2c1=O)NCCCN1CCCCCC1 | Dynein cargo inh cell count: -0.57
